Compound activity deposited in PubChem by NCI.
All columns: NCI-60 one-dose screen, growth in % after 48 h at 10 µM unless noted; 100 = growth as untreated, 0 = no growth, -100 = all killed.
MDA-MB-468: MDA-MB-468 breast cancer. actives 8.5% (n = 78,000)
MCF7: MCF7 breast cancer; actives 6.3% (n = 82,000)
BT-549: BT-549 breast cancer. actives 4.4% (n = 78,000). AID 1794793
MDA-MB-231: MDA-MB-231 breast cancer | AID 1794789 | actives 5% (n = 81,000)
K-562: K-562 leukemia; actives 7.4% (n = 78,000); AID 1794777
T-47D: T-47D breast cancer; actives 5% (n = 79,000)
SR: SR leukemia cells; actives 8.7% (n = 73,000)
HS 578T: HS 578T breast cancer; actives 4.1% (n = 78,000)
The depositor's hits bear a star; . = no result given; & = joins results of further samples; [ ] = another dose, or the depositor's remark. The calls were made as follows: active = growth percent below 10; inactive = the rest. Some of the compounds tested (hit frequency here may not be typical).

SMILES | MDA-MB-468 | MCF7 | BT-549 | MDA-MB-231 | K-562 | T-47D | SR | HS 578T
CC1CN(CC(=O)c2ccc(Br)cc2)CC(C)O1 (stereo not given) | 106 | 97 | 107 | 115 | 102 | 105 | 96 | 89
Cc1cc(Br)cc(Br)c1 | 113 | 104 | 95 | 107 | 129 | 118 | . | 103
Cc1nnc(N/N=C/c2ccc(N(CCCl)CCCl)cc2)n1N | 89 | 77 | 79 | 102 | 97 | 83 | . | 107
COC(=O)[C@@H](C)C[C@H](Cc1ccccc1)NC(=O)c1cccc([C@@H](C[C@H](C(C)C)N(C)C(=O)[C@@H](NC(=O)[C@H]2CCCCN2C)C(C)C)OC(C)=O)n1 | 10 | 21 | -12* | -4.7* | 7.9* | 47 | 8.1* | 26
[N-]=[N+]=NCc1ccccc1 | 111 | 93 | 104 | 98 | 105 | 101 | 93 | 121
O=[N+]([O-])c1ccc(O)c(CBr)c1 | 96 | 103 | 109 | 109 | 103 | 106 | 98 | 112
CCC1CN1 (stereo not given) | 113 | 110 | 110 | 121 | 103 | 93 | 105 | 100
COc1ccc(NP2(=O)NCCCN2)cc1 | 112 | 103 | 110 | 106 | 98 | 102 | 94 | 116
COc1ccccc1[As](=O)(O)CC(O)COc1ccc(Cl)cc1Cl (stereo not given) | 90 | 103 | 121 | 108 | 94 | 97 | . | 109
ClC1=C(Cl)C2(Cl)C3COCC3C1(Cl)C2(Cl)Cl (stereo not given) | 116 | 99 | 89 | 116 | 102 | 99 | 105 | 98
CNCCc1cc2c(cc1C=O)OCO2 | 100 | 103 | 93 | 117 | 95 | 96 | 82 | 98
CC[C@@]1(O)CC[C@@]2(C)[C@@H](CC[C@@H]3[C@@H]2CC[C@]2(C)[C@@H](O)CC[C@@H]32)C1 | 107 | 126 | 109 | 102 | 76 | 101 | 114 | 95
CC(NC(=O)C(Cl)(Cl)Cl)C(=O)O (stereo not given) | 98 | 93 | 104 | 104 | 99 | 105 | 82 | .
Cc1c(C)c(N)c(C)c(C)c1N | 62 | 46 | 104 | 83 | 98 | 93 | 70 | 114
C[C@]12CC[C@@H]3c4ccc(Oc5nc(N6CC6)nc(N6CC6)n5)cc4CC[C@H]3[C@@H]1CCC2=O | 30 | 21 | 54 | 75 | 18 | 34 | -5.1* | 45
c1cc[n+](CCCC[n+]2ccccc2)cc1 | 99 | 105 | 100 | 100 | . | 112 | . | 113
c1ccc(P2CCc3[nH]c4ccccc4c3C2)cc1 (stereo not given) | 109 | 95 | 89 | 91 | 120 | 101 | 84 | 96
CCCCCCN1C[C@@H]2[C@H](C1)[C@@H]1C=C[C@H]2C1 | 93 | 95 | 121 | 104 | 107 | 102 | 111 | 108
CC1(C)N=C(N)N=C(N)N1c1ccc(CCc2ccc(S(=O)(=O)F)cc2)c(Cl)c1 | 102 | 98 | 114 | 118 | 103 | 115 | 110 | .
COC(=O)[C@H](C[C@H](Cc1ccccc1)NC(=O)c1csc([C@@H](C[C@H](C(C)C)N(C)C(=O)[C@@H](NC(=O)[C@H]2CCCCN2C)C(C)C)OC(C)=O)n1)NC(=O)OCc1ccccc1 | 0.5*[8.5 µM] | 29[8.5 µM] | -34*[8.5 µM] | 5.2*[8.5 µM] | 5.8*[8.5 µM] | 74[8.5 µM] | -17*[8.5 µM] | 15[8.5 µM]
CC(=O)N1N=C(c2ccc(Cl)cc2)CC1c1sc(N(CCCl)CCCl)nc1Cl (stereo not given) | 94 | 97 | 85 | 91 | 73 | 67 | 88 | 87
CC1CNCCN1c1ccc(Cl)cc1 (stereo not given) | 95 | 98 | 114 | 104 | 103 | 109 | 98 | 100
COC(=O)C1(NC(C)=O)CC2CCCN2C12C(=O)Nc1ccccc12 (stereo not given) | 112 | 90 | 93 | 100 | 110 | 95 | 99 | 118
COCCn1cc(C(=O)C2C(C)(C)C2(C)C)c2ccccc21 | 92 | 95 | 94 | 98 | 107 | 90 | 108 | 95
CC(=O)N(O)c1ccc2c(c1)Cc1ccccc1-2 | 68 | 73 | 77 | 87 | 87 | 77 | 65 | 84
O=C(O)c1ccc([S-])cc1.[Au+].c1ccc(CN2[CH-]N(Cc3ccccc3)C(c3ccccc3)=C2c2ccccc2)cc1 | -63* | -86* | -21* | -62* | -17* | -66* | . | 23
N#CCC(=O)c1ccccc1 | 6.3* | 93 | 116 | 104 | 84 | 99 | 107 | 107
CC1(C)N=C(N)N=C(N)N1c1ccc(CCNS(=O)(=O)c2cccc(S(=O)(=O)F)c2)cc1 | 106 | 92 | 112 | 113 | 91 | 98 | 93 | 113
CC(=O)Nc1ccc(C=C2C(=O)NC(=O)NC2=O)cc1 | 115 | 94 | 112 | 104 | 104 | 106 | 96 | .
C[C@]12CC[C@@H](OC(=O)N(CCCl)N=O)C[C@@H]1CC[C@@H]1[C@@H]2CC[C@]2(C)C(=O)CC[C@@H]12 | -31* | 30 | 77 | 82 | 23 | 34 | . | 82
N#CC(C#N)=Cc1ccc2ccccc2c1 | 105 | 103 | 100 | 106 | 102 | 110 | . | .
NC1=NC(=O)N2C[C@H]12 | 104 | 94 | 100 | 112 | . | 72 | 95 | 103
Cc1ccccc1C(=O)N1CC1C (stereo not given) | 111 | 99 | 112 | 118 | 108 | 104 | 107 | 111
CN1C(=O)NC(=O)C(N=Nc2ccc(Cl)cc2)C1=O (stereo not given) | 90 | 93 | 80 | 86 | 55 | 101 | 100 | 114
O=C1NC(=S)NC(=O)C1=Cc1ccc(F)cc1 | 102 | 96 | 104 | 108 | 107 | 104 | 100 | 111
CC(=C\C(=O)Oc1ccc2c3c1OC1C(O)CCC4(O)C(C2)N(CC2CCC2)CCC314)/C=C1\CCCc2ccccc21 (stereo not given) | -15* | 35 | 59 | 75 | 20 | 24 | . | 60
O=S1(=O)CC2(N3CCOCC3)CCCCC21 (stereo not given) | 109&106 | 109&109 | 105&105 | 98&129 | 93&95 | 112&97 | 91&86 | 107&106
O=C(NCc1ccc([N+](=O)[O-])cc1)Nc1ccc(S(=O)(=O)F)cc1 | 40 | 84 | 95 | 80 | 93 | 57 | 79 | .
CN(C)CCc1cn(C2CCC2)c2cccc(O)c12 | 45 | 22 | 68 | 76 | 1.4* | 70 | 53 | 48
CCOC(=O)C1=C(N)Oc2c(c(=O)oc3ccccc23)C1c1cc(=O)oc2c1ccc1ccccc12 (stereo not given) | 101 | 86 | 97 | 90 | 95 | 77 | 89 | 89
Cc1sc2nc(N3CC4CC(C3)c3cccc(=O)n3C4)[nH]c(=O)c2c1C (stereo not given) | 109 | 105 | 103 | 110 | 99 | 99 | 101 | 99
c1ccc(COc2ccc3[nH]cc(CCN(Cc4ccccc4)Cc4ccccc4)c3c2)cc1 | 88 | 79 | 103 | 83 | 71 | 63 | 70 | 100
CCOC(=O)NC(O)C(Cl)(Cl)Cl (stereo not given) | 87 | 94 | 96 | 102 | 91 | 90 | . | 92
CC(=O)N(C)C1=Nc2ccc(Cl)cc2C(c2ccccc2)=[N+]([O-])C1 | 111 | 104 | 106 | 109 | 109 | 95 | 86 | 111
O=C(O)C(O)c1ccc(Cl)cc1 (stereo not given) | 112&85 | 106&97 | 103&101 | 119&97 | 118 | 138&93 | 102 | 100&102
CCC(=O)OC1CC2=CC(=O)CCC2(C)C2CCC3(C)C(OC(=O)CC)CCC3C12 (stereo not given) | 101 | 106 | 80 | 94 | 107 | 77 | 99 | 81
C[C@]12C=CC(=O)C=C1CC[C@@H]1[C@@H]2C(=O)C[C@@]2(C)[C@H]1CC[C@]2(O)C(=O)COC(=O)N(CCCl)CCCl | 91 | 111 | 100 | 98 | 94 | 107 | 82 | 112
N#CCc1ccc(Cl)cc1 | 103 | 99 | 103 | 111 | 92 | 90 | 99 | 108
Oc1c(Cl)cc(Cl)c2ccccc12.[Cu+2] | 101 | 74 | 106 | 81 | 69 | 83 | 31 | 89
S=C(N1CCCCCC1)N1CC1 | 111 | 104 | 108 | 100 | 98 | 101 | 81 | 106

Looked up above.
S=C(N1CCCCCC1)N1CC1 in MDA-MB-468 shows 111
O=C(O)C(O)c1ccc(Cl)cc1 (stereo not given) in MCF7 shows 106&97
Oc1c(Cl)cc(Cl)c2ccccc12.[Cu+2] in HS 578T shows 89
Cc1sc2nc(N3CC4CC(C3)c3cccc(=O)n3C4)[nH]c(=O)c2c1C (stereo not given) in MDA-MB-231 shows 110
CCC(=O)OC1CC2=CC(=O)CCC2(C)C2CCC3(C)C(OC(=O)CC)CCC3C12 (stereo not given) in HS 578T shows 81

Exported with two lines to a compound: entries from further up.
Values in the order – MDA-MB-468, MCF7, BT-549, MDA-MB-231, K-562, T-47D, SR, HS 578T
- CC(=O)N(C)C1=Nc2ccc(Cl)cc2C(c2ccccc2)=[N+]([O-])C1
  111, 104, 106, 109, 109, 95, 86, 111
- Cc1sc2nc(N3CC4CC(C3)c3cccc(=O)n3C4)[nH]c(=O)c2c1C (stereo not given)
  109, 105, 103, 110, 99, 99, 101, 99
- O=C(O)C(O)c1ccc(Cl)cc1 (stereo not given)
  112&85, 106&97, 103&101, 119&97, 118, 138&93, 102, 100&102
- N#CCc1ccc(Cl)cc1
  103, 99, 103, 111, 92, 90, 99, 108

Further compounds.
SMILES | MDA-MB-468 | MCF7 | BT-549 | MDA-MB-231 | K-562 | T-47D | SR | HS 578T
COc1cc2c(cc1OC)C13CCN4CC5=CCOC6CC(=O)N2C1C6C5C3C4 (stereo not given) (tested in a mixture with another compound) | 130 | 95 | 98 | 82 | 103 | 93 | 95 | 103
O=[P+](O)c1ccccc1 | 114 | 96 | 104 | 112 | 103 | 100 | 102 | 106
O=S1(=O)OCCOS(=O)(=O)C1(Cl)Cl | 92 | 100 | 105 | 100 | 112 | 99 | . | 98
O=C(O)C1CC2(Cl)C(Cl)=C(Cl)C1(Cl)C2(Cl)Cl (stereo not given) | 115 | 97 | 104 | 101 | 90 | 101 | 91 | 103
O=NN(c1ccccc1)c1ccccc1 | 95 | 100 | 122 | 99 | 113 | 107 | 99 | 107
CCNC(Cc1ccc(OC)cc1)c1ccc(OC)cc1 (stereo not given) | 101 | 96 | 114 | 94 | 103 | 95 | 95 | 106
COC(=O)[C@@H](C)C[C@H](Cc1ccccc1)NC(=O)c1csc([C@@H](C[C@H](C(C)C)N(C)C(=O)[C@H](C)NC(=O)[C@H]2CCCCN2C)OC(C)=O)n1 | 10 | . | 48 | 20 | 10.0* | 42 | 16 | 6.4*
CCCCCCCCCCCCCC(=O)P(=O)(OCC)OCC | 111 | 101 | 104 | 104 | 119 | 103 | 99 | 105
O=c1[nH]ncc(Cl)c1Cl | 53&96 | 57&90 | 96&106 | 108 | 55&106 | 71&101 | 40&101 | 81&103
CC(C)(C)CC(C)(C)c1ccc(O)cc1 | 130 | 113 | 107 | 112 | 98 | 105 | . | 106
CC[C@H](C)[C@H](NC(=O)C12C3C4C1C1C2C3C41NC)C(=O)N(C)[C@H](C[C@@H](OC(C)=O)c1nc(C(=O)N[C@@H](Cc2ccccc2)C[C@H](C)C(=O)OC)cs1)C(C)C (stereo not given in full) | 1.3* | 17 | 2.0* | 29 | 9.2* | 41 | 20 | 13
Cc1ccc(S(=O)(=O)SC(Cl)(Cl)Cl)cc1 | 93 | 106 | 102 | 105 | 88 | 99 | 85 | 117
C[C@]12C=CC(=O)C=C1CC[C@@H]1[C@@H]2C(=O)C[C@]2(C)C(=O)CC[C@@H]12 | 112 | 97 | 93 | 93 | 97 | 105 | 96 | 117
CC(C)(NC(=O)c1nn(Cc2ccc(F)cc2)c2ccccc12)c1ccccc1 | 98 | 91 | 98 | 88 | 86 | 74 | 93 | 92
Cl[Se](Cl)(c1ccccc1)c1ccccc1 | 95 | 94 | 116 | 118 | 99 | 93 | 91 | 96
O=P(N1CC1)(N1CC1)N1CCN(P(=O)(N2CC2)N2CC2)CC1 | 95 | 87 | . | 118 | 104 | 97 | 82 | .
CN(C)P1(=O)N(C)CCN1C | 98 | 102 | 106 | 106 | 100 | 110 | 96 | 125
CC1=C(N2CC2)C(=O)c2ccccc2C1=O | 112 | 70 | 98 | 106 | 89 | 92 | 96 | 113
Cc1cc(C)cc(Nc2nc3c(s2)CC[C@@]2(C)C3=CC[C@@H]3[C@@H]2CC[C@]2(C)C(=O)CC[C@@H]32)c1 | 58 | 17 | 47 | 77 | 17 | 29 | 13 | 58
ClC(Cl)c1nc2ccccc2s1 | 109 | 88 | 108 | 94 | 102 | 110 | 100 | 101
CCN1CC2(CN(CC)C1=O)C(=O)NC(=S)NC2=O | 110 | 90 | 99 | 121 | 93 | 98 | 108 | 116
Cc1ccc(NC(=O)C(Cl)(Cl)Cl)cc1 | 98 | 102 | 104 | 112 | 88 | 87 | 91 | 97
NC1CCCCC1 | 100&99 | 94&96 | 106&100 | 101&108 | 111&111 | 110&99 | 107&99 | 118&101
O=C1/C(=C/c2cn(Cc3cccc(C(F)(F)F)c3)c3ncccc23)N2CCC1CC2 | 68 | 70 | 61 | 68 | 58 | 38 | 68 | 87
NC(CCl)CCl | 97 | 97 | 107 | 102 | 116 | -100* | 108 | .
NNc1ccc([N+](=O)[O-])cc1 | 109 | 69 | 88 | 66 | 13 | 51 | 43 | 98
O=C1CCC2(O)[C@@H]3Cc4ccc(O)c5c4[C@]2(CCN3Cc2ccoc2)C1O5 (stereo not given in full) | 97 | 97 | 110 | 106 | 94 | 98 | 95 | 105
CN(C)CCc1ccccn1 | 104 | 100 | 98 | 106 | 98 | 85 | 105 | 100
CCOC(=S)S[C@H]1C[C@@H]2[C@H](CC[C@]3(C)C(=O)CC[C@@H]23)[C@@]2(C)CCC(=O)C=C12 | 101 | 91 | 105 | 95 | 95 | 108 | 106 | 108
COc1ccc(-n2c(=S)[nH]c3ccccc3c2=O)cc1 | . | 95 | 98 | 101 | 103 | 97 | 101 | 102
CC(C)c1cccc(C(C)C)c1OCCN1CCCC1 | 99 | 90 | 112 | 111 | 103 | 87 | 102 | 110
